PTHR1 agonist – agonists of human PTHR1 parathyroid hormone receptor; HEK293 GP2 PTHR1 cells, GloSensor cAMP luminescence, 1 h; Potency, µM (highest dose often 115 µM), for inactives: top-dose activation, actives largely listed as activators; hit rate 0.075% among 410,000; AID 743266; also: potency is read from the fitted curve at half-maximal effect; nearly all actives have a fitted effect of over 55% in size; some results filed as inactive show a strong effect at the top dose; inactives centre near -15; many of its hits are not listed in these tables
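HEK-293-derived GP2 cells expressing PTHR1 and a GloSensor cAMP reporter, 3,000/well, plated overnight, given luciferin plus IBMX (each 0.5 mM as added) for 1 h at 37 °C, then compound for 1 h at 37 °C. Luminescence was read after 15 min at room temperature.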
GLP1R ag – agonists of human GLP-1 receptor. HEK293 GLP-1R CRE-luciferase, luminescence, 4-6 h; cells express a hypersensitive GLP-1R form. Potency, µM (series often up to 45.6 µM), for the others: top-dose activation, hits mostly activators. hit rate 0.007% among 380,000; also: potency is read from the fitted curve at half-maximal effect; % of control where 0% means no effect
Target sequence (P43220 whole entry, looked up): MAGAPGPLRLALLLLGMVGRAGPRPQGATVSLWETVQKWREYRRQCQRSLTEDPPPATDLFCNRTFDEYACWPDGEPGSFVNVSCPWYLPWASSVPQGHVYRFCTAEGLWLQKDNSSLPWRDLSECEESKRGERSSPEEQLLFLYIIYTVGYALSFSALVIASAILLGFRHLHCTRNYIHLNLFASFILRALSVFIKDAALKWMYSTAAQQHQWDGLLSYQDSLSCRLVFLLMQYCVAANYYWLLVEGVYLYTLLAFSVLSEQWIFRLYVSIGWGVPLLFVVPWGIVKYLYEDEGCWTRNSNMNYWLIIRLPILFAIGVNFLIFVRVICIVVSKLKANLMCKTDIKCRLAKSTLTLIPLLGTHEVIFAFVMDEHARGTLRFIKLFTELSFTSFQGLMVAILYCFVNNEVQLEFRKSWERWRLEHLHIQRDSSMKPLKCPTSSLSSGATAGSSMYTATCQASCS
PLK1 PBD block – blocks phosphopeptide binding to human PLK1 polo-box domain. P53350. Plk1 PBD binding of FITC phosphopeptide, fluorescence polarization. Potency, µM, for inactives: max response, negative = inhibition, actives largely listed as inhibitors. hit rate 2.8% among 360,000. AID 720504; also: potency is read from the fitted curve at half-maximal effect; series mostly up to about 57 µM; % is scaled to controls: 0 for no effect and ±100 for the full control effect; nearly all actives have a fitted effect of over 65% in size
GLP-1R inv ag – acts as inverse agonist at human GLP-1 receptor; P43220; HEK293 GLP-1R CRE-luciferase, luminescence, 24 h; GLP-1R form is constitutively active; Potency, µM (highest dose often 38.3 µM), without a hit: at the top dose activity change, negative = inhibition, hits mostly inhibitors; hit rate 1.6% among 410,000; AID 624417; also: potency is read from the fitted curve at half-maximal effect; % is scaled to controls: 0 for no effect and ±100 for the full control effect; nearly all actives have a fitted effect of over 55% in size
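Seeding at 200 cells/uL, 12 h culture, 24 hr compound treatment, then luciferase reagent and a luminescence read; cells are HEK293 stably expressing a constitutively active GLP-1R plus cAMP-responsive luciferase.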
PI5P4K alpha inh – PI5P4K alpha (human) kinase inhibition | P48426 | PI5P4Kalpha enzyme, ADP-Glo luminescence, 60 min; active compounds read low | max response, % | hit rate 1.2% among 330,000 | AID 652105; active = max response of -50% or lower; inconclusive = between -30% and -50%; inactive = -30% or higher; also: value at the top dose of about 77 µM; % is scaled to controls: 0 for no effect and ±100 for the full control effect
Target sequence (P48426 whole entry, looked up): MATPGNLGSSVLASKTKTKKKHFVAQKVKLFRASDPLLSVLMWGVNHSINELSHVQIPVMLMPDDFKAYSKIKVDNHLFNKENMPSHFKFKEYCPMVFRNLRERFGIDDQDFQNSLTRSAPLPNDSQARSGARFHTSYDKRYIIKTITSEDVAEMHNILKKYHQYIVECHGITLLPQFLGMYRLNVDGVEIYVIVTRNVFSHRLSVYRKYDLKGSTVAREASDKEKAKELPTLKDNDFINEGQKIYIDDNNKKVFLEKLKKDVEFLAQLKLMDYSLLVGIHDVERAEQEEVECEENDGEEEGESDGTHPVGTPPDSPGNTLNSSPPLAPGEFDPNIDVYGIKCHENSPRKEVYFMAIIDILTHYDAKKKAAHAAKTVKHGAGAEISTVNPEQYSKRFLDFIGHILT
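ADP-Glo luminescence end-point after a 60 min room-temperature kinase reaction. PI5P4Kalpha and substrate in HEPES pH 7.4 buffer with EGTA, 0.1% CHAPS and 5% DMSO; ATP at 5 microM final.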
EPAC1 ag – activates human EPAC1 exchange factor | hit rate 0.073% among 360,000 | AID 720707 | EPAC1 agonist qHTS, biochemical assay; response scale: 100% = response to 6.5 mM cAMP | Potency, µM (series often up to 154 µM), for inactives: at the highest dose activation, hits mostly activators; also: potency is read from the fitted curve at half-maximal effect; nearly all actives have a fitted effect of over 60% in size
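Nucleotide exchange assay: 100 nM EPAC1 with 250 nM Rap1B loaded with BODIPY-GDP and 50 uM GDP, room temperature. Fluorescence (480/540 nm) read every 5 min for 30 min; signal change normalized to 6.5 mM cAMP as full agonist.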
EPAC1 antagonist – blocks human EPAC1 exchange factor; O95398; EPAC1 GEF assay, Rap1b-BODIPY-GDP exchange fluorescence; Potency, µM (doses to about 115 µM), for the others: top-dose activity change, negative = inhibition, hits mostly inhibitors; hit rate 0.14% among 360,000; AID 720709;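 also: potency is read from the fitted curve at half-maximal effect; plate controls were vehicle for no effect and positive control for full effect; nearly all actives have a fitted effect of over 50% in size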
IL2 activator – activators of IL-2 | activation, % (series mostly up to about 46 µM) | IL-2 activation reporter assay, cell-based qHTS; stimulated with anti-CD3/CD4/CD28 beads; in transgenic mouse T cells | hit rate 0.065% among 360,000; in the data active = activation above about 50%; inconclusive = mostly about 30% to 49%; also: 0% is about no effect
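EGFP and DsRed fluorescence is measured by plate cytometry in unstimulated transgenic mouse T cells exposed to compound for 60 minutes, then stimulated 18 hours at 37 degrees C with anti-CD3/anti-CD4 beads plus anti-CD28.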
HEK293 tox – cytotoxic in the GLP-1 receptor inverse agonist counter-screen; HEK293 cAMP-luciferase reporter cells, luminescence, 24 h; Potency, µM (doses to about 38.3 µM), without a hit: at the top dose activity change, negative = inhibition, actives largely listed as inhibitors; hit rate 0.13% among 410,000;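 also: loss of luciferase light is scored as toxicity; potency is read from the fitted curve at half-maximal effect; % is scaled to controls: 0 for no effect and ±100 for the full control effect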
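Seeding density was 200 cells/uL; after overnight-length (12 h) culture, 23 nL compounds went on for 24 h at 37 °C. Readout used a luciferase detection reagent, luminescence taken after 12 min at room temperature.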
* hit, by the source's call; i = inactive; u = inconclusive; x = no result given; [ ] = another dose, or the depositor's remark. Unless noted, calls follow the shape of the dose curve; as a rule, active = well fitted curve in the direction sought with a large enough effect; inconclusive = small, poorly fitted or top-dose-only effect, or another doubt; inactive = no such curve, though single readings can be large; an effect the other way counts as inactive or inconclusive. These rows are one share of the data; count on the stated rates, not on these rows.

SMILES	PTHR1 agonist	GLP1R ag	PLK1 PBD block	GLP-1R inv ag	PI5P4K alpha inh	EPAC1 ag	EPAC1 antagonist	IL2 activator	HEK293 tox
COc1cc(OC)c(OC)cc1CN(C)CCc1ccccn1	i	0%	-11%	2%	1	3%	16%	-0.3	-18%
O=C(Nc1ccccc1)N1CCc2c([nH]c3ccccc23)C1C(F)(F)F (stereo not drawn)	-52%[inhibitor]	2%	-9%	2.8µM*	7	14%	-7%	10	8%
CCN(CC(=O)Nc1ccc(NC(C)=O)cc1)C(=O)c1cccc2ccccc12	-21%	0%	4%	5%	-2	-9%	13%	0.8	-7%
COc1ccc(CCNC(=O)COC(=O)c2cc(S(=O)(=O)N3CCCC3)ccc2O)cc1	i	11%	-2%	-3%	-6	9%	17%	-0.6	-2%
CCC1(C)Cc2c(sc3nc4n(c(=O)c23)CCCS4)CO1 (stereo not drawn)	-2%	0%	-3%	20%	-5	-1%	-3%	-0.2	-7%
Cc1nnc(SCC(=O)NCCOc2ccc(Cl)cc2)n1-c1ccccc1	i	2%	-4%	u	2	-3%	3%	0.2	-7%
CC(=O)Nc1ccc(S(=O)(=O)NC2(C(F)(F)F)C(=O)Nc3c2c(=O)[nH]c(=O)n3Cc2cccnc2)cc1 (stereo not drawn)	-1%	-4%	-4%	13%	1	-2%	-11%	-0.7	-3%
CC(C)(C)c1ccc(-c2nnc(SCCN3C(=O)c4ccccc4C3=O)o2)cc1	-3%	-1%	-1%	u	10	2%	-4%	2.9	0%
Oc1ccc(/C=N/Nc2ncc(Br)cn2)c(O)c1	-21%	1%	-4%	-9%	0	5%	-11%	2.1	-17%
CC(C)(C)c1ccc(CC(=O)N2CCC2(C)C(=O)Nc2cccc3c2CCCC3)cc1 (stereo not drawn)	i	-4%	-3%	u	48	-14%	-8%	-0.8	3%
Cc1ccc(Nc2nc(-c3ccncc3)nc3ccccc23)cc1	i	13%	-3%	-40%	3	9%	-22%	3.9	11%
Cc1ccc(CN2CCN(/N=C/c3cccnc3)CC2)cc1	13%	0%	-14%	19%	4	0%	-6%	-0.1	49%
NNC(=O)c1nn(-c2ccc(Cl)cc2)ccc1=O	6%	6%	-2%	-3%	x	1%	-16%	-0.3	-14%
CCOC(=O)CC(=O)CSc1nc(C)cc(C)c1C#N	8%[57.5 µM]	1%	-2%	12%	2	3%	1%	-0.2	8%
Cc1cnc(C(=O)OCC(=O)c2ccc[nH]2)cn1	i	-9%	-5%	4%	-29	u	-13%	-1.1	9%
O=C(COC(=O)c1ccc(Cl)c(S(=O)(=O)N2CCCCC2)c1)NCC1CCCCC1	-24%	1%	1%	1%	-1	13%	-22%	1.6	1%
CN1C(=O)/C(=C\C(=O)c2cccs2)c2ccccc21	-26%	-1%	17µM*	u	0	8%	-8%	-6.5	u
CC(=O)OCC1OC(OCc2cn(C[C@H]3CC[C@H](Cn4cc(COC5OC(COC(C)=O)C(OC(C)=O)C(OC(C)=O)C5OC(C)=O)nn4)O3)nn2)C(OC(C)=O)C(OC(C)=O)C1OC(C)=O (stereo partly drawn)	i	-5%	-10%	2%	2	-9%	-4%	-1.2	9%
CCOC(=O)CNc1c(-c2ccc(O)cc2)nc2ccccn12	-29%[57.5 µM]	16%	-11%	22%	x	7%	0%	-0.3	3%
CC(C)C/C=C1\CCc2c([nH]c3ccccc23)C1=O	-17%	6%	-9%	-24%	6	8%	-10%	-2.3	45%[activator]
COCCN1C(=O)CCC1(C)c1nnnn1-c1ccc2ccccc2c1 (stereo not drawn)	-24%	x	-5%	-6%	-1	1%	23%	-0.2	-10%
Cc1ccc(NS(=O)(=O)c2csc(C(N)=O)c2)cc1C	-25%	1%	1%	-25%	-9	4%	-2%	-1.5	-2%
Cc1[nH]c(=O)[nH]c(=O)c1S(=O)(=O)N(CC(C)C)CC(C)C	i	4%	-2%	-17%	-3	-2%	21%	0.2	-13%
Cc1cccc(N2C(=O)CC(Sc3nc(C)c4c(n3)CCCC4)C2=O)c1 (stereo not drawn)	-18%[57.5 µM]	22%	u	-22%	x	5%	-10%	2.6	5µM*
Cc1ccc(OCC(=O)NCCCNC(=O)c2ccncc2)cc1	-22%	15%	-7%	23%	-16	5%	9%	0.4	-2%
CCOC(=O)CCCCCC(=O)Nc1ccc2c(c1)CC(=O)N([C@@H](C)CO)C[C@H](C)[C@@H](CN(C)C(=O)Nc1ccc3c(c1)OCO3)O2	3%	-4%	-4%	6%	0	-5%	2%	1.8	0%
O=C(c1ccc2ccccc2c1)C1CCCN(C(=O)c2cccnc2)C1 (stereo not drawn)	-25%	6%	-9%	0%	2	-1%	-15%	-0.8	-5%
Cc1c(Cl)cccc1NC(=S)N1CCOCC1	-10%	-3%	-1%	21%	-2	10%	5%	-0.4	-11%
COc1ccc(C(=O)CSc2nnc(NC(=O)C3CC(=O)N(c4cccc(OC)c4)C3)s2)cc1 (stereo not drawn)	-14%	-11%	-3%	0%	8	0%	-15%	-2.0	-2%
O=C(NCc1ccccc1)c1cccc(NC(=O)C2CCCCC2)c1	i	8%	-2%	u	-1	-6%	-10%	-0.5	-13%

Part of the list above, with values under each structure:
Every second line gives: PTHR1 agonist | GLP1R ag | PLK1 PBD block | GLP-1R inv ag | PI5P4K alpha inh | EPAC1 ag | EPAC1 antagonist | IL2 activator | HEK293 tox
Cc1ccc(NS(=O)(=O)c2csc(C(N)=O)c2)cc1C
    -25% | 1% | 1% | -25% | -9 | 4% | -2% | -1.5 | -2%
Cc1[nH]c(=O)[nH]c(=O)c1S(=O)(=O)N(CC(C)C)CC(C)C
    i | 4% | -2% | -17% | -3 | -2% | 21% | 0.2 | -13%
Cc1cccc(N2C(=O)CC(Sc3nc(C)c4c(n3)CCCC4)C2=O)c1 (stereo not drawn)
    -18%[57.5 µM] | 22% | u | -22% | x | 5% | -10% | 2.6 | 5µM*

Going on with the list:
SMILES	PTHR1 agonist	GLP1R ag	PLK1 PBD block	GLP-1R inv ag	PI5P4K alpha inh	EPAC1 ag	EPAC1 antagonist	IL2 activator	HEK293 tox
COc1cccc(C=O)c1OC(=O)N1CCOCC1	i	9%	-10%	-7%	-8	-2%	9%	0.4	-5%
O=C(CC1C(=O)OCN1C(=O)OCc1ccccc1)OCC(=O)c1ccccc1 (stereo not drawn)	-31%[inhibitor][57.5 µM]	-20%	0%	7%	-2	1%	-5%	-0.4	-7%
N#Cc1ccc(OCC(=O)NNC(=O)C2CCCCC2)cc1	u	-1%	-8%	9%	9	-2%	-27%	0.1	11%
Cc1cc(F)ccc1NC(=O)c1cnccn1	-25%	1%	-10%	8%	-12	-8%	5%	-0.4	-17%
COc1ccccc1OCC(=O)NNC(=O)CCCC(=O)NNC(=O)COc1ccccc1OC	i	-3%	1%	-4%	1	1%	-3%	0.5	0%
CN(Cc1cccc(F)c1)CC(O)COCc1ccccc1Cl (stereo not drawn)	13%	6%	7%	u	-4	8%	0%	-2.3	-12%
Cc1ccc(C(O)c2ncc(-c3ccc4ccccc4c3)[nH]2)cc1F (stereo not drawn)	-37%[inhibitor]	5%	-4%	u	11	-15%	-13%	-0.4	-12%
O=C(OCC(=O)c1ccc(Cl)cc1Cl)c1cnccn1	-5%	-1%	-4%	12%	-8	7%	12%	0.9	-10%
O=C(CSc1nnc(-c2ccco2)o1)Nc1cccc([N+](=O)[O-])c1	i	-9%	4%	15%	3	2%	4%	3.8	-3%
Cc1cccc(NC(=O)CCN2CCCC(C)C2)c1 (stereo not drawn)	i	-2%	-2%	-1%	1	3%	7%	0.9	-3%
COC(=O)c1cc(=O)n(CCc2ccccc2)c(=Nc2ccc(F)cc2)s1	-33%[inhibitor]	-1%	1%	u	4	-6%	-23%	-3.7	-5%
Cc1cccc(-n2nc3c(c2NC(=O)C2CC2)CS(=O)(=O)C3)c1C	i	0%	0%	10%	2	-2%	-10%	-1.2	6%
COc1ccc2c(CNCc3cccs3)c(C(=O)O)n(Cc3ccc(F)cc3Cl)c2c1	u	0%	x	6%	x	x	x	x	9%
O=c1[nH]c2ccccc2n2c(C(F)(F)F)nnc12	i	7%	-2%	2%	2	0%	-2%	2.3	-7%
Cc1noc(C)c1S(=O)(=O)N1CCCC(C(=O)Nc2ccc(Cl)cn2)C1 (stereo not drawn)	-14%[57.5 µM]	-6%	-4%	-27%	1	-2%	3%	-2.9	-30%
CC(=O)Nc1nc(-c2cccs2)cs1	i	-4%	-7%	0%	-5	2%	0%	-0.3	-21%
COc1cccc(/C=N/NC(=O)CNC(=O)c2ccc(S(=O)(=O)N3CCOCC3)cc2)c1OC	13%	10%	3%	-19%	-7	-18%	4%	1.4	u
O=C(NC1CCSc2ccccc21)c1ccccc1Cl (stereo not drawn)	-12%	5%	-8%	u	-2	14%	15%	-1.2	8%
O=C(N/N=C\c1cc2c(cc1[N+](=O)[O-])OCO2)c1cccs1	-21%	10%	-19%	48%[activator]	-21	-16%	-25%	-0.3	-8%
CCOC(=O)Cn1cc([N+](=O)[O-])c(OC)n1	i	-1%	0%	7%	2	1%	0%	0.7	3%
Cc1c(NC(=O)c2ccc3c(c2)OCO3)cccc1-c1nc2ccccc2s1	-2%[57.5 µM]	-2%	-3%	u	x	15%	5%	-0.7	u
Fc1ccc(CSc2nsc(SCc3ccc(F)cc3)n2)cc1	i	0%	-9%	u	5	13%	-6%	-0.2	20%
Cc1ccc(OCC(=O)NC(C)c2ccc(Cl)c(Cl)c2)c([N+](=O)[O-])n1 (stereo not drawn)	-8%	13%	0%	-24%	-4	-3%	-17%	-0.8	-5%
Cc1nn(Cc2ccccc2Cl)c(Cl)c1/C=C/C(=O)OCC(=O)NC1CCS(=O)(=O)C1 (stereo not drawn)	-2%	10%	-1%	u	4	-4%	-28%	-0.8	-4%
O=C(Nc1nc(-c2cccs2)c(C(=O)C(F)(F)F)s1)c1ccccc1	-95%[inhibitor]	-5%	-13%	u	-3	1%	-6%	1.3	-17%
Clc1ccccc1OCc1nn[nH]n1	i	-7%	5%	6%	-2	5%	-1%	0.6	3%

Assay outcomes (PubChem)
